GPR151 activ: activators of human GPR151; activation, % at 11.2 µM; actives 1% (n = 650,000); Q8TDV0; AID 1508602; PathHunter beta-arrestin GPR151 cells, luminescence; in the data active means activation above about 4.9%;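 further: 0% = median of compound wells and 100% = cells with positive control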
Target sequence (Q8TDV0 whole entry, looked up): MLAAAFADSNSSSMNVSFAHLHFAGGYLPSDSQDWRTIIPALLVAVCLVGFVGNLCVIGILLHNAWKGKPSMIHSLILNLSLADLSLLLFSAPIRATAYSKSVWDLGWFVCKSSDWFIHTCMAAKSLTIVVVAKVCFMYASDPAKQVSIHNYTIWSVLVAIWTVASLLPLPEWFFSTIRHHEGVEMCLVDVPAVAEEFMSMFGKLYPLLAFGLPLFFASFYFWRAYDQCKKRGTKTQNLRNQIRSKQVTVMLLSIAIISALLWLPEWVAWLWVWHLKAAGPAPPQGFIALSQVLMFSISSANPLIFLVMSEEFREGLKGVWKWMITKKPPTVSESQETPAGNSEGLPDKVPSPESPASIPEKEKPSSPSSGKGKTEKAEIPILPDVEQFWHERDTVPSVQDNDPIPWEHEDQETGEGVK
FBW7 act: human FBW7 E3 ligase activation, primary screen. Q969H0. AlphaScreen FBW7–phospho-cyclin E peptide binding, activator screen. normalized activity (activation), % at 26.1 µM. actives 0.13% (n = 650,000); in the data active means normalized activity above about 1.9%;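 further: purified mutant Fbw7 with reduced substrate affinity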
Target sequence (Q969H0 whole entry, looked up): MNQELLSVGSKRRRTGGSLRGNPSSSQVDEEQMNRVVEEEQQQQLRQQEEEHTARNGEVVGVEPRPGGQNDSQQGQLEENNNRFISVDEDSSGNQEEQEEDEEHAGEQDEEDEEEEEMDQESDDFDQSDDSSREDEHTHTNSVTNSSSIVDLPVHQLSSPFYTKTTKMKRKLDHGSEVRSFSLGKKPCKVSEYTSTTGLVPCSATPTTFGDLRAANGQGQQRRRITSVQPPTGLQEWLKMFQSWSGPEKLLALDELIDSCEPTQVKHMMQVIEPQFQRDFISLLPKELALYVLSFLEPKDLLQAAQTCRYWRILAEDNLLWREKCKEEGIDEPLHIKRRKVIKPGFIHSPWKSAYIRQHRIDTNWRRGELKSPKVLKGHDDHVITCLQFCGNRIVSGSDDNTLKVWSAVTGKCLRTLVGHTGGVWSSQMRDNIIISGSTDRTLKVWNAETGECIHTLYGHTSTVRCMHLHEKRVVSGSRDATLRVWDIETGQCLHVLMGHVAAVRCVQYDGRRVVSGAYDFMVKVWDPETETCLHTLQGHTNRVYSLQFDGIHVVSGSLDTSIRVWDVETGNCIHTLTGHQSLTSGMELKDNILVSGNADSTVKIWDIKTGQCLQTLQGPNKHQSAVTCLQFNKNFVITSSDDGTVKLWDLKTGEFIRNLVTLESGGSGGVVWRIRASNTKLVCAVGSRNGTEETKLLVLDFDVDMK
TEAD-YAP inh: TEAD-YAP interaction inhibition; inhibition, % at 9.12 µM; HEK-TIYL cells, TEAD-Gal4/YAP UAS-luciferase luminescence; actives 1.4% (n = 640,000); AID 1259422; in the data active means inhibition above about 32%;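 further: 0% = median of test compound wells and 100% = reference inhibitor wells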
MITF inh: blocks human microphthalmia-associated transcription factor | O75030 | AlphaScreen MITF homodimerization, bead proximity signal | inhibition, % at 2.6 µM | actives 0.91% (n = 650,000); in the data active means inhibition above about 50%;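 further: 0% = vehicle wells with protein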
* = called active by the depositor.

Values run as follows: GPR151 activ | FBW7 act | TEAD-YAP inh | MITF inh
CCCCC1CCC(C(=O)ON2C(=O)c3cccc4cccc(c34)C2=O)CC1 (centres undefined)
    0.4 | 0.0 | -2.1 | 10.2
Cc1cc(O)c(C(c2ccc(F)cc2)N2CCN(C)CC2)c(=O)n1Cc1ccco1 (centres undefined)
    1.6 | -0.2 | -10.3 | 4.6
Cc1ccc(-c2csc(-n3nc(C)cc3NC(=O)Cc3cccs3)n2)cc1
    0.3 | -0.1 | 4.8 | -3.8
COC(=O)Cn1cc(/C=C2\C(=O)NC(=S)N(c3ccccc3)C2=O)c2ccccc21
    -0.5 | -0.5 | 5.5 | 3.5
Cc1ccccc1Nc1nnc(SCC(=O)Nc2ccc(N3CCOCC3)cc2)s1
    -0.5 | 0.0 | 3.4 | 5.4
Cc1cc(C)cc(C(=O)NCCS(=O)(=O)N2CCN(c3cccc(Cl)c3)CC2)c1
    0.6 | -0.1 | -1.6 | 1.1
CC12CCC(C(=O)N(NC(=O)c3ccncc3)C1=O)C2(C)C (centres undefined)
    1.7 | -0.5 | 4.8 | 11.9
CCC(Nc1ccc(Br)cc1)C(=O)N/N=C/c1cc([N+](=O)[O-])ccc1O (centres undefined)
    2.3 | -0.5 | 42.7* | 19.4
CCCS(=O)(=O)N1CCCC(C(=O)NC2CC2)C1 (centres undefined)
    -0.3 | 1.7 | 8.3 | 12.8
NCCC(=O)NCCc1cnc[nH]1
    1.8 | 0.0 | -13.2 | 3.6

Continued (three carried over from the part before).
Values run as follows: GPR151 activ | FBW7 act | TEAD-YAP inh | MITF inh
CCC(Nc1ccc(Br)cc1)C(=O)N/N=C/c1cc([N+](=O)[O-])ccc1O (centres undefined)
    2.3 | -0.5 | 42.7* | 19.4
CCCS(=O)(=O)N1CCCC(C(=O)NC2CC2)C1 (centres undefined)
    -0.3 | 1.7 | 8.3 | 12.8
NCCC(=O)NCCc1cnc[nH]1
    1.8 | 0.0 | -13.2 | 3.6
Cc1ncsc1CCOC(=O)CC12CC3CC(CC(C)(C3)C1)C2
    -1.4 | 1.5 | -12.7 | 17.3
CCCS(=O)(=O)N1CCCc2ccc(NS(=O)(=O)c3cc(F)ccc3F)cc21
    -0.9 | 0.0 | 7.3 | 6.8
c1ccc(Nc2c(-c3ccsc3)nc3cnccn23)cc1
    -1.4 | 0.2 | -36.0 | -19.4
COc1ccc(/C=C2N=C(/C=C/c3ccc(C)cc3)OC\2=O)cc1OC(C)=O
    3.3 | 0.1 | -14.7 | 4.5
Clc1cnc(Nc2ccc(-n3cnc(N4CCOCC4)n3)cc2)cc1-c1cn[nH]c1
    -0.5 | -0.1 | 11.8 | -5.3
CCc1cc(CNC(=O)CC2C(=O)NCCN2Cc2c(F)cccc2Cl)on1 (centres undefined)
    0.7 | 0.0 | 4.7 | 5.0
Nc1cc(=O)[nH]c(SCC(=O)N2CCc3ccccc3C2)n1
    0.1 | 0.0 | -1.7 | 8.3
CC(C)/C=C/CN1CCc2nnc(C(C)NC(=O)C3CCOCC3)n2CC1 (centres undefined)
    -0.8 | 0.0 | 9.5 | 8.3
CCOC(=O)C1ON2OC(C(=O)OC)CC2(C(=O)OCC)C1CC(C)=O (centres undefined)
    1.3 | -0.2 | 5.0 | 24.5
O=C(Nc1cccc(Cl)c1)c1ccc(F)c(S(=O)(=O)NCc2ccc(Cl)c(Cl)c2)c1
    -0.8 | -0.1 | 14.3 | 11.5
Clc1ccc(CN2CCN(c3ncccn3)CC2)cc1Cl
    -0.1 | -0.1 | 1.2 | 31.1
COc1ccc(NS(=O)(=O)c2ccc(NC(=O)COc3ccccc3)cc2)cc1
    -0.6 | -0.1 | 9.2 | 4.8
CN(C)S(=O)(=O)c1ccc(/C(O)=C2/C(=O)C(=O)N(Cc3cccnc3)C2c2ccc(C(C)(C)C)cc2)cc1 (centres undefined)
    -1.7 | 1.3 | -4.7 | 16.0
O=C(NNC(=O)c1ccc([N+](=O)[O-])cc1Cl)c1ccc(Cl)c(Cl)c1
    -1.9 | 0.3 | 6.2 | 5.5
CCOc1ccccc1C(=O)Nc1sc(C)c(C)c1C(=O)OC
    0.1 | 0.2 | 11.7 | 7.4
O=C(COc1ccccc1Br)Nc1ccc(Cl)c(C(F)(F)F)c1
    0.8 | 0.0 | 3.9 | 0.6
COc1ccc(-c2cc(C(=O)NCC(=O)O)c(C)o2)cc1OC
    -0.2 | 0.1 | -38.1 | 5.7
O=C(/C=C/c1ccc(Br)o1)Nc1ccc(Br)cc1
    2.3 | -0.2 | -29.0 | 1.7
CCCCn1c(SCC(=O)N2CCCCC2C)nc2c1c(=O)n(C)c(=O)n2C (centres undefined)
    0.9 | 0.0 | 10.7 | 5.2
COc1cccc(NC(=O)C2CCN(S(=O)(=O)c3ccc4c(c3)OCC(=O)N4)CC2)c1
    -0.4 | 0.0 | -3.7 | 3.6
CC(NC(=O)C(=O)NCc1ccccc1)C(c1cccs1)N1CCOCC1 (centres undefined)
    1.1 | 0.3 | 14.9 | 5.4
CC(C)C[C@H]1NC(=O)[C@@H]2C[C@H](NC(=O)c3ccccc3Cl)CN2C1=O
    -0.7 | -0.2 | 1.4 | -4.4
CCCOC(=O)c1cccc(NC(=S)NC)c1
    -1.5 | -0.2 | -8.6 | -7.5
C/C(=C\c1ccccc1)CN1CCc2nnc(CCNC(=O)C3CCCO3)n2CC1 (centres undefined)
    -0.2 | 0.1 | -30.3 | -1.6
Cc1c(NC(=O)CN2C(=O)c3ccccc3C2=O)cccc1C(=O)O
    2.4 | 0.3 | 4.5 | 6.2
COCC(C)NC(=O)C(c1ccccc1)c1ccccc1 (centres undefined)
    -0.5 | 0.0 | 1.6 | 3.5
COc1cccc(NC(=O)c2cc([N+](=O)[O-])ccc2NCCN)c1
    0.3 | -0.1 | 1.6 | -19.8
CCCCC(=O)NNC(=S)NC(=O)c1ccccc1[N+](=O)[O-]
    1.8 | 0.7 | 12.8 | 23.8
C=CCN1C(=O)C(O)(CC(=O)c2ccc([N+](=O)[O-])cc2)c2ccccc21 (centres undefined)
    0.9 | -0.4 | 0.2 | -5.4
CC(C)C(OC(=O)c1cccc(S(=O)(=O)NCC(F)(F)F)c1)C(=O)NC(N)=O (centres undefined)
    0.1 | -0.1 | -1.7 | 7.3
COCc1ccc(C(=O)N2CCc3ccc(NC(=O)CCc4ccccc4OC)cc3C2)o1
    -0.7 | 0.1 | 13.9 | -3.2
CN(C)c1cc(C(=O)NC(C)(C)C)nc(N(C)C)n1
    1.5 | 0.0 | 4.2 | -1.5
O=c1[nH]c(=O)n(Cc2ccc(F)cc2)c(O)c1/C=C1\C=CC=N1
    -2.0 | 0.3 | 16.9 | -8.7
CCOC(=O)CN(Cc1ccccc1Cl)S(=O)(=O)c1ccc(C(C)(C)C)cc1
    -0.3 | 0.0 | -9.5 | -0.6
CC(C)(C)C(=O)NC1CCN(CC(=O)N2CCCCCC2)CC1
    0.0 | 0.0 | -2.6 | -12.7
CCCNc1cc(C)nc(NCCN2CCOCC2)n1
    0.7 | 0.0 | 6.6 | -4.2
CCCCC(C(=O)Nc1ccc(C(=O)OC)cc1)N1C(=O)c2cccc([N+](=O)[O-])c2C1=O (centres undefined)
    -1.9 | 0.6 | 0.5 | 23.4
Cc1ccc(/C=C2/SC(=S)N(C)C2=O)s1
    1.7 | -0.1 | -1.5 | 2.4
CCSC1=C(C#N)C(=O)NC(c2ccc(OC)c(OC)c2)S1 (centres undefined)
    -1.0 | 0.1 | -3.0 | 2.0
O=S(=O)(c1cc2ccccc2s1)N1CCCC(N2CCOCC2)C1 (centres undefined)
    0.1 | -0.1 | 12.4 | 4.3
COC(=O)c1ccc2c(=O)n(CCCC(=O)NCc3ccc(OC)cc3)c(=O)[nH]c2c1
    -0.2 | 0.1 | -4.3 | 3.3
O=C(Nc1c2c(nn1-c1ccc(Cl)cc1)CSC2)c1ccc(Br)cc1
    -0.8 | 0.2 | 10.3 | 4.1
CCOC(=O)CSc1ccc(S(=O)(=O)N2CCN(c3cccc(C)c3)C(C)C2)cc1[N+](=O)[O-] (centres undefined)
    -0.1 | -0.1 | 1.9 | 2.4
O=C1CCC(CCC(=O)N2CCOc3ccc(CN4CCc5ccccc5C4)cc3C2)=NN1
    -0.3 | 0.0 | -14.3 | 0.8
O=C(CSc1nc2ccccc2s1)NO
    0.4 | -0.1 | -17.2 | 8.7
CCOC(=O)C1=C(C)N=c2s/c(=C\c3ccc(OCc4ccccc4Cl)c(OC)c3)c(=O)n2C1c1ccc(Cl)cc1 (centres undefined)
    -1.1 | 0.5 | 9.8 | 0.4
Cc1c(Cl)cccc1NC(=S)NCC1CCCO1 (centres undefined)
    0.0 | -0.1 | 0.5 | -8.3
COc1ccccc1CCc1nnc(CCC(=O)NCc2cn3ccsc3n2)o1
    -0.7 | -0.1 | -4.6 | 4.3
CCn1c2ccccc2c2cc(CN3CCN(C)C(CCO)C3)ccc21 (centres undefined)
    0.6 | 0.0 | 2.3 | -6.9
O=C(CSc1nc2ccsc2c(=O)n1Cc1ccco1)NCc1ccco1
    -1.2 | 0.1 | -7.9 | -2.2

Arranged by heavy-atom count (smallest number first): part of the list above.
Values run as follows: GPR151 activ | FBW7 act | TEAD-YAP inh | MITF inh
O=C(CSc1nc2ccccc2s1)NO
    0.4 | -0.1 | -17.2 | 8.7
Cc1c(Cl)cccc1NC(=S)NCC1CCCO1 (centres undefined)
    0.0 | -0.1 | 0.5 | -8.3
CN(C)c1cc(C(=O)NC(C)(C)C)nc(N(C)C)n1
    1.5 | 0.0 | 4.2 | -1.5
CCCNc1cc(C)nc(NCCN2CCOCC2)n1
    0.7 | 0.0 | 6.6 | -4.2
CCSC1=C(C#N)C(=O)NC(c2ccc(OC)c(OC)c2)S1 (centres undefined)
    -1.0 | 0.1 | -3.0 | 2.0
CC(C)(C)C(=O)NC1CCN(CC(=O)N2CCCCCC2)CC1
    0.0 | 0.0 | -2.6 | -12.7
O=S(=O)(c1cc2ccccc2s1)N1CCCC(N2CCOCC2)C1 (centres undefined)
    0.1 | -0.1 | 12.4 | 4.3
O=C(Nc1c2c(nn1-c1ccc(Cl)cc1)CSC2)c1ccc(Br)cc1
    -0.8 | 0.2 | 10.3 | 4.1
CCn1c2ccccc2c2cc(CN3CCN(C)C(CCO)C3)ccc21 (centres undefined)
    0.6 | 0.0 | 2.3 | -6.9
O=C(CSc1nc2ccsc2c(=O)n1Cc1ccco1)NCc1ccco1
    -1.2 | 0.1 | -7.9 | -2.2
CCOC(=O)CN(Cc1ccccc1Cl)S(=O)(=O)c1ccc(C(C)(C)C)cc1
    -0.3 | 0.0 | -9.5 | -0.6
COc1ccccc1CCc1nnc(CCC(=O)NCc2cn3ccsc3n2)o1
    -0.7 | -0.1 | -4.6 | 4.3
COC(=O)c1ccc2c(=O)n(CCCC(=O)NCc3ccc(OC)cc3)c(=O)[nH]c2c1
    -0.2 | 0.1 | -4.3 | 3.3
CCCCC(C(=O)Nc1ccc(C(=O)OC)cc1)N1C(=O)c2cccc([N+](=O)[O-])c2C1=O (centres undefined)
    -1.9 | 0.6 | 0.5 | 23.4
COCc1ccc(C(=O)N2CCc3ccc(NC(=O)CCc4ccccc4OC)cc3C2)o1
    -0.7 | 0.1 | 13.9 | -3.2
CCOC(=O)C1=C(C)N=c2s/c(=C\c3ccc(OCc4ccccc4Cl)c(OC)c3)c(=O)n2C1c1ccc(Cl)cc1 (centres undefined)
    -1.1 | 0.5 | 9.8 | 0.4

(further entries)
Values run as follows: GPR151 activ | FBW7 act | TEAD-YAP inh | MITF inh
COc1ccc(C)cc1S(=O)(=O)N(C)CC(=O)O
    -1.4 | -0.1 | 3.1 | 3.3
CCOc1ccc(NC(=O)CCCCCN2C(=O)c3cccc([N+](=O)[O-])c3C2=O)cc1
    0.4 | -1.3 | 11.7 | 0.7
COC(=O)c1ccccc1NC(=O)Cc1coc2cc(C)ccc12
    1.4 | 1.1 | -9.2 | 10.4
O=C(c1ccccc1)N1CC(COc2ccccc2)OC(c2cccs2)O1 (centres undefined)
    1.3 | -0.1 | -0.5 | -4.7
COc1ccccc1NC(=O)NCCCN1CCN(c2ccccc2OC)CC1
    0.9 | 0.1 | 14.6 | 3.6
COC(=O)CSc1ccc(C#N)c(SCC(=O)OC)c1
    -4.2 | 0.1 | -0.8 | -5.9
CC(C)CC(NC(=O)c1ccccc1)C(=O)OCC(=O)Nc1ccc(Cl)cn1 (centres undefined)
    -0.4 | 0.1 | 0.7 | 6.0
O=C(NCc1ccco1)C1CCN(C(=O)c2ccc([N+](=O)[O-])cc2)CC1
    0.4 | 0.1 | -2.4 | -14.4
Cc1ccccc1-n1nc2c(c1NC(=O)c1c(-c3ccccc3Cl)noc1C)CSC2
    0.2 | 0.0 | 0.1 | -6.3
CCN1CCN(c2ncc(C(=O)N3CCN(c4cccc(Cl)c4)CC3)c3ccccc23)CC1
    -0.8 | 0.0 | 5.2 | 7.8
COc1ccc(C(=O)OC2CCOC2=O)cc1S(=O)(=O)N1CCOCC1 (centres undefined)
    0.0 | 0.8 | -5.0 | 11.2
O=C(NC(=S)Nc1ccc2oc(-c3ccc(Cl)cc3Cl)nc2c1)c1ccco1
    -0.2 | 1.4 | -34.2 | 18.8
O=C(Nc1cc(-c2ccco2)nn1-c1nc2c(c(=O)[nH]1)CCCC2)C(c1ccccc1)c1ccccc1
    -0.8 | 0.1 | 1.1 | 8.6
Cc1ccc(Cn2nnc3c(=O)n(Cc4ccccc4C)cnc32)cc1
    -0.7 | 0.8 | 2.9 | 14.6
CCCCCCC(=O)Nc1nnc(COc2ccc(C(C)(C)C)cc2)s1
    0.6 | -0.1 | -8.3 | -14.7
COc1ccc(C(=O)Nc2cc(C(F)(F)F)ccc2Cl)cc1[N+](=O)[O-]
    0.0 | -0.1 | 6.6 | -10.1
CC[N+]1=C(C)C(C)(C)c2cc(-c3ccccc3)ccc21
    0.2 | -0.4 | 25.8 | 23.5

High-throughput results (PubChem)

Compounds were not picked by outcome; any-hit rate near 3.4%.
